GRK2 inh – blocks RNA aptamer binding to human GRK2; inhibition of aptamer binding, % at 10 µM; actives 0.59% (n = 330,000); bead flow cytometry, FAM-aptamer displacement from GRK2;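 active means inhibition of aptamer binding above 40%, roughly 3 SD of noise, on plates passing a quality check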;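 further: median bead fluorescence of bound FAM aptamer so fluorescent compounds give negative values; no value below 0 was filed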
AGP1 TOR yeast – yeast TOR pathway AGP1-GFP modulation | S. cerevisiae AGP1-GFP multiplex flow cytometry, 3 h; GFP as percent of DMSO wells | AID 2066 | actives 0.02% (n = 320,000) | GFP response vs DMSO, % at 10 µM;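 active means GFP response relative to DMSO above a set limit, near screen average plus 3 SD, cut at about 150% in these data; inconclusive means fewer than 70 cells counted for the yeast strain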;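 further: median GFP channel fluorescence of the gated AGP1 strain per well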
MEX-5 binding – C. elegans MEX-5 TCR-2 RNA binding activity; Q9XUB2; MEX-5/FITC-TCR2 RNA binding, fluorescence polarization; hits give low values; activity score (negative = inhibition of binding), % at 10 µM; actives 0.38% (n = 300,000); AID 1832;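 active means inhibition past about -25% in most replicates, and total fluorescence under double the plate's negative control median, limit read from the data; inconclusive means replicates evenly split on the limit, or fluorescence at least double controls; inactive means too little inhibition in most replicates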;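 further: 0% = DMSO and -100% = 5 µM competing unlabeled TCR2 RNA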
Fam108B inh – blocks mouse Fam108B hydrolase in RBBP9 counter-screen | inhibition, % at 9.51 µM | AID 1947 | actives 0.33% (n = 300,000) | recombinant Fam108B, FP-Rh probe fluorescence polarization;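 active means inhibition above the screen mean inhibition plus 3 SD, computed separately per campaign, cut at about 18% in these data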;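 further: inhibitors lower polarization as less probe binds the enzyme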
VLA-4 inh – inhibition in a human VLA-4 binding assay; actives 0.2% (n = 330,000); P13612; inhibition, % (about 7 µM as worked out from the volumes in the protocol); VLA-4 expressing cells, ligand binding flow cytometry; in the data active means inhibition above about 50%
GLD-1 TGE inh – GLD-1-TGE RNA interaction inhibition (C. elegans). AID 2280. purified GLD-1 + fluorescein TGE RNA, fluorescence polarization. inhibition, % at 5.96 µM. Q17339. actives 0.44% (n = 320,000);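 active means percent inhibition above a per-plate cutoff, the plate mean of test compounds plus 3 SD, cut at about 30% in these data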;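 further: 0% = DMSO wells with GLD-1 and probe and 100% = wells lacking GLD-1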
Target sequence (Q17339 whole entry, looked up): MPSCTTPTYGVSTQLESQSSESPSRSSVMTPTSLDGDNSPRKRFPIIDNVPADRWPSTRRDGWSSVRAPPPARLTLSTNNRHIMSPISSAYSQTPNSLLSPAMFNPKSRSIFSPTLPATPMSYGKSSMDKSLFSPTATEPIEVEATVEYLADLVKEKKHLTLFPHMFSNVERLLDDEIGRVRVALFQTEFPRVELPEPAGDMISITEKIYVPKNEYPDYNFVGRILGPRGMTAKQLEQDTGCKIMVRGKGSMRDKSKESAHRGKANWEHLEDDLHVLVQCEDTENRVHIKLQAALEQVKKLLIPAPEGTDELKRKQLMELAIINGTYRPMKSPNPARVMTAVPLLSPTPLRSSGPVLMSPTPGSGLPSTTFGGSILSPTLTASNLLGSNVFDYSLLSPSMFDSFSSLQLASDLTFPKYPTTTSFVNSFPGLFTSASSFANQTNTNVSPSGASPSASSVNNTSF
CIT2-GFP yeast – modulators of TOR pathway CIT2-GFP in S. cerevisiae | S. cerevisiae CIT2-GFP strain, flow cytometry, 3 h; 100 means same as DMSO wells | GFP response vs DMSO, % at 10 µM | actives 0.065% (n = 320,000);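 active means GFP response relative to DMSO above a set limit, near the screen mean plus 3 SD, cut at about 150% in these data; inconclusive means Fewer than 70 cells measured for a yeast strain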;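 further: ratio of well median GFP fluorescence to mean of DMSO wells on the plate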
MCL1 BIM primary – disrupts human MCL1 binding to BIM-BH3 peptide. inhibition, % at 10.9 µM. actives 0.68% (n = 320,000). AID 2057. GST-MCL1 / FITC-Bim-BH3 fluorescence polarization. Q07820;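 active means inhibition above the mean inhibition of all tested compounds plus 3 SD, set per campaign, cut at about 40% in these data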;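 further: 0% = DMSO wells and 100% = unlabeled Bim-BH3 peptide control; higher means more loss of mP so more displacement of Bim peptide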
Target sequence (Q07820 whole entry, looked up): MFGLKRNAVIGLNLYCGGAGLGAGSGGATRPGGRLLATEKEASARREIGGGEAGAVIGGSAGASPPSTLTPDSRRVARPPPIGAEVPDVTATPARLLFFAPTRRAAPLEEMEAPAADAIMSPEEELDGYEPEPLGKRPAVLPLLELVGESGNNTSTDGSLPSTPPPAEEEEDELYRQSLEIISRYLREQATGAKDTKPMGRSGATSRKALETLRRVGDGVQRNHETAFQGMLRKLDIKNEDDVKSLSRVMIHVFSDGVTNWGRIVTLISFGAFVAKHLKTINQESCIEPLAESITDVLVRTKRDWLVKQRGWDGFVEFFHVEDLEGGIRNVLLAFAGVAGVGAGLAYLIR
BCLXL inh – Bcl-xL (human) inhibition | actives 0.7% (n = 320,000) | GST-Bcl-xL / FITC-Bim BH3 peptide fluorescence polarization | inhibition, % at 10.9 µM | Q07817;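 active means inhibition above the mean of all tested compounds plus 3 SD, cutoff set per campaign, cut at about 30% in these data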;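 further: 0% = DMSO wells and 100% = unlabeled Bim-BH3 peptide competitor; inhibitors lower millipolarization by displacing the labeled peptide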
Target sequence (Q07817 whole entry, looked up): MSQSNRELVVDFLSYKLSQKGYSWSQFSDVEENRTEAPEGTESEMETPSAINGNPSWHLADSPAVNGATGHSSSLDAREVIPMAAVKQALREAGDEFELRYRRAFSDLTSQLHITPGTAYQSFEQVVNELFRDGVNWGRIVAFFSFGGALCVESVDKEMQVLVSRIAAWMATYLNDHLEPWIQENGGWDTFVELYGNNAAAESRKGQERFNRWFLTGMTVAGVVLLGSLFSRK
Starred values were filed as active, the others as inactive; ? = inconclusive; / = not tested or not shown.

SMILES	GRK2 inh	AGP1 TOR yeast	MEX-5 binding	Fam108B inh	VLA-4 inh	GLD-1 TGE inh	CIT2-GFP yeast	MCL1 BIM primary	BCLXL inh
CCOC(=O)CNc1nc(Cl)nc(Nc2ccc(C)cc2)n1	0.0	94.9	-1.0	-5.5	3.0	1.6	92.6	3.2	4.0
Cc1ccc2c(c1)[nH]c1c(=O)n(CCN3CCCCC3)cnc12	0.0	109.2	0.6	-1.1	-2.4	-3.1	108.6	-0.7	-3.5
OC(c1ccc(Cl)cc1)C(O)c1nc2ccccc2[nH]1 (stereo unspecified)	7.0	/	-0.8	-0.6	6.7	-1.1	107.7	1.9	3.5
Cn1c(=O)c2c(ncn2CC(=O)N2CCOCC2)n(C)c1=O	0.0	98.6	3.8	-1.7	14.2	9.3	100.8	8.4	4.1
COc1ccc(S(=O)(=O)NC2CCCC2)cc1C(N)=O	1.0	92.9	-0.4	/	-3.3	/	94.9	/	/
CC(C)CC(=O)OCc1cn(-c2ccccc2)nn1	2.0	97.6	-1.3	-1.8	4.0	1.8	90.0	2.1	4.2
CC(NC(=O)c1ccccc1)c1nnc(SCC(=O)NC2=NCCS2)n1C (stereo unspecified)	2.0	104.1	3.0	0.8	9.6	-1.8	103.2	0.0	4.8
O=C(/C=C/c1ccccc1)NNC(=O)C1CC1	0.0	91.7	3.8	3.1	3.2	4.5	82.9	6.0	4.5
CCN(C[C@H]1N[C@@](CC)(C(=O)OC)[C@H]2C(=O)N(C)C(=O)[C@@H]12)C(=O)Nc1ccc(C(F)(F)F)cc1	0.0	88.1	/	/	-3.8	1.1	91.8	/	/
COCCNC(=O)Cc1c(C)c2c(cc(C)c3c(C)coc32)oc1=O	3.0	100.2	0.0	-6.2	5.8	-4.9	111.8	10.1	5.3
COCCCn1c(SCC(=O)NC(C)(C)C)nnc1-c1ccccc1	0.0	93.1	2.1	2.1	0.8	4.1	104.8	0.4	-3.3
Cc1ccc(-c2csc(Nc3ccc(S(N)(=O)=O)cc3)n2)o1	0.0	99.6	3.6	2.3	-0.5	0.1	99.3	5.7	3.7
CCOc1ccc(C(=O)Nc2nnc(C3=COCCO3)o2)cc1	0.0	92.0	-0.1	0.3	-11.5	-0.1	90.6	-3.2	2.3
N#CC(C#N)=C(N)Nc1cccc(Cl)c1	2.0	94.6	-1.4	0.1	13.7	3.7	85.4	2.4	5.2
COc1ccc(OC)c(/C=N/NC(=O)c2cnccn2)c1	2.0	104.4	-2.4	1.5	16.5	-4.1	95.3	-1.9	0.9
CCOC(=O)/C=C/C(=O)Nc1ccc(S(=O)(=O)Nc2nccs2)cc1	3.0	98.2	-2.0	4.3	13.0	-0.1	100.4	3.6	4.0
COc1cnc(SCc2ccc(Cl)c(Cl)c2)nc1Cl	0.0	106.7	1.8	-1.6	-7.5	4.4	97.5	-2.7	4.6
CCOC(=O)C1CCN(S(=O)(=O)c2ccc(-c3ccc(=O)[nH]n3)o2)CC1	1.0	108.7	3.0	5.9	8.9	-0.6	111.8	12.1	11.2
CCCCN(CCCC)c1nc2ccccc2nc1C(C#N)C(=O)NCCCOC (stereo unspecified)	3.0	103.3	?	1.7	8.7	6.0	103.4	5.7	10.1
COc1cccc(-c2nc(-c3ccc4c(c3)-c3ccccc3S4(=O)=O)c(-c3ccccc3)[nH]2)c1OC	2.0	90.0	1.3	-8.0	15.5	1.9	107.3	-5.9	-8.6
CCCCCOC(=O)c1cc(=O)[nH]c2ccccc12	0.0	98.2	2.3	0.2	7.5	1.1	101.2	2.1	3.7
Cc1ccnc(NC(=O)CCC(=O)N(CC(=O)NC2CCCCC2)c2cccc(C)c2C)c1	1.0	110.1	-0.5	-4.3	0.1	-2.3	102.4	-3.4	0.2
CCCCNC(=O)c1onc(CSc2cccc3ccccc23)c1C(=O)O	1.0	99.5	1.9	0.8	26.9	-7.2	107.2	7.3	1.9
CC(=O)c1cnc(N2CCCCC2)nc1C	0.0	99.5	1.5	-4.3	9.5	-6.8	89.6	-12.5	-3.4
CC(=O)Nc1ccc2c(c1)nc(C)n2Cc1ccccc1	6.0	124.1	0.3	-1.6	6.5	3.5	100.5	-1.2	-3.1
Cc1cccc(C(=O)Oc2coc(CSc3nnc(NC(=O)C4CC4)s3)cc2=O)c1	2.0	97.8	-3.1	-3.0	23.6	-2.5	93.7	-1.2	0.7
Nc1c(S(=O)(=O)c2cccs2)c2nc3ccccc3nc2n1/N=C/c1cccc(O)c1	0.0	93.2	2.4	-45.4	-7.5	6.4	88.5	-0.4	13.5
O=c1oc2cc(OCc3ccc([N+](=O)[O-])cc3)ccc2c2c1CCCC2	0.0	100.2	1.2	1.1	-18.9	4.2	105.0	3.2	4.8
CN(c1ccccc1)c1nc(N)c([N+](=O)[O-])c(NCc2ccccc2)n1	0.0	95.2	-0.6	-3.3	24.4	-0.1	80.2	5.9	0.3
C=CCN1C(=O)CSC1=Nc1ccc(C(=O)O)cc1	0.0	96.8	-1.4	-1.2	13.4	3.7	96.1	-2.7	7.0
N#Cc1c(-c2ccc(Br)cc2)cc(-c2cccnc2)nc1N	0.0	96.6	0.2	-0.6	6.0	5.7	106.8	-4.0	-0.9
CCOc1ccc(NC(=O)CC2C(=O)N(C)C(=S)N2CCCc2ccccc2)cc1 (stereo unspecified)	0.0	96.7	0.8	4.3	0.0	-0.2	99.2	-1.6	0.4
Cc1[nH]c(=O)[nH]c(=O)c1S(=O)(=O)Nc1cccc([N+](=O)[O-])c1C	0.0	97.5	-0.6	/	8.5	/	99.9	/	/
CC(CNC(=O)c1ccc(OC2CCN(Cc3ccccn3)CC2)cc1)c1ccccc1 (stereo unspecified)	0.0	98.3	-2.8	0.3	3.6	2.0	103.3	6.0	8.0
CCOC(=O)C1CCN(CC(=O)Nc2c(C(=O)OC)n(C)c3cccc(C)c23)CC1	0.0	97.6	-1.4	-5.8	1.2	5.9	93.1	-5.9	-14.2
COC(=O)C1=C(C)N(Cc2ccccc2)C(=NCCc2c[nH]c3ccccc23)N[C@H]1c1cccc(C(F)(F)F)c1	0.0	107.3	/	/	9.9	-3.0	99.6	/	/

Reformatted field by field: entries from further up.
Molecule: CC(=O)Nc1ccc2c(c1)nc(C)n2Cc1ccccc1
- GRK2 inh = 6.0
- AGP1 TOR yeast = 124.1
- MEX-5 binding = 0.3
- Fam108B inh = -1.6
- VLA-4 inh = 6.5
- GLD-1 TGE inh = 3.5
- CIT2-GFP yeast = 100.5
- MCL1 BIM primary = -1.2
- BCLXL inh = -3.1
Molecule: Cc1cccc(C(=O)Oc2coc(CSc3nnc(NC(=O)C4CC4)s3)cc2=O)c1
- GRK2 inh = 2.0
- AGP1 TOR yeast = 97.8
- MEX-5 binding = -3.1
- Fam108B inh = -3.0
- VLA-4 inh = 23.6
- GLD-1 TGE inh = -2.5
- CIT2-GFP yeast = 93.7
- MCL1 BIM primary = -1.2
- BCLXL inh = 0.7

Other records follow.
SMILES	GRK2 inh	AGP1 TOR yeast	MEX-5 binding	Fam108B inh	VLA-4 inh	GLD-1 TGE inh	CIT2-GFP yeast	MCL1 BIM primary	BCLXL inh
S=C(Nc1ccccc1)Nc1cccc(Cl)c1Cl	0.0	94.8	1.4	-0.8	9.9	-4.7	84.5	2.3	2.2
CC1=C(C#N)C(NC(=O)C(C)(C)C)(C(F)(F)F)C(=O)N1 (stereo unspecified)	30.0	97.8	1.6	2.5	-4.8	-1.5	105.6	14.8	4.2
CCC(=O)Nc1nnc(-c2ccc(Cl)s2)o1	1.0	94.1	-5.6	-3.0	45.3	5.0	99.5	9.7	5.5
O=C(Nc1ccc(-c2cn3ccsc3n2)cc1)C1COc2ccccc2O1 (stereo unspecified)	0.0	97.5	0.9	0.7	0.0	-8.3	90.6	-6.5	-1.6
COc1cccc(OCc2nc3ccccc3[nH]2)c1	3.0	101.1	2.2	2.5	14.1	17.9	95.1	7.8	11.4
COc1ccc(NC(=O)Cc2ccc(C)cc2)cc1S(=O)(=O)N1CCCCC1	0.0	96.7	/	/	0.9	5.1	82.3	8.7	4.2
Cc1cc2ccccn2c1C(=O)c1ccc(Cl)c([N+](=O)[O-])c1	0.0	96.7	0.4	5.6	1.2	2.2	89.5	-1.6	0.5
S=c1[nH]nc(CSCc2ccccc2Cl)n1-c1ccccc1	1.0	94.3	-2.9	5.8	18.6	5.8	89.5	-5.7	2.8
CCCc1cc(=O)[nH]c(SCC(=O)c2cc(C)n(C(C)COC)c2C)n1 (stereo unspecified)	5.0	105.6	3.0	1.9	-2.3	-0.6	100.4	5.1	3.4
CCC(=O)NC(=S)NNC(=O)c1ccc(O)cc1	0.0	106.7	-11.3	2.1	-3.4	10.9	102.6	-0.3	2.2
CCc1ccc(N2CC(C(=O)OCC(=O)Nc3ccc(C#N)cc3)CC2=O)cc1 (stereo unspecified)	0.0	95.5	/	/	-15.7	4.8	95.9	-3.5	1.1
COC(=O)c1ccc(C(=O)OC)c(NC(=O)/C=C/C(=O)O)c1	3.0	98.1	1.6	-1.4	-3.2	1.3	92.1	4.9	6.1
O=C(c1cccc(S(=O)(=O)NCc2ccccc2)c1)N1CCCCC1	0.0	114.2	3.7	6.3	7.2	6.9	100.5	2.1	0.8
COc1ccc(-n2nc3c(N4CCC(C(=O)NCCc5ccccc5C)CC4)nnc(C)c3c2C)cc1	0.0	100.8	-3.7	6.2	7.0	-5.5	102.8	-0.3	1.4
COCCCNC(=O)CCC(=O)NNc1nc2ccccc2c2nc(C)nn12	0.0	97.6	-50.1*	-1.6	0.0	9.3	102.2	3.2	8.4
Cc1ccc(C(=O)N2CCCC2)cc1S(=O)(=O)Nc1ccccc1	4.0	91.0	1.2	2.4	4.4	-1.3	90.2	3.0	2.6
CCOC(=O)N1CCC(c2[nH][nH]c(=O)c2C)CC1	0.0	101.4	0.8	-0.1	7.1	1.3	99.9	0.0	0.4
Brc1c(-c2ccc3c(c2)OCO3)nc2ncccn12	0.0	97.5	-4.1	0.9	-16.3	-1.9	99.8	3.3	-0.4
CC(C)(C)OC(=O)[C@H](Cc1ccccc1)NC(=O)c1nc[nH]c1C(=O)N1CCN(c2ccccc2)CC1	0.0	104.0	4.0	3.6	-1.8	3.0	99.3	7.3	5.8
C=CCn1c(=O)[nH]c2cc(C(=O)N3CCN(c4cc(C)ccc4C)CC3)ccc2c1=O	4.0	106.5	1.0	-5.7	17.7	6.2	107.9	-4.5	0.0
COc1ccc(-c2[nH]ncc2-c2cnn(-c3ccccc3)c2)c(O)c1	0.0	101.4	-3.5	-2.6	5.8	6.4	92.5	-0.3	8.1
c1ccc2c(c1)CCNC2c1ccncc1 (stereo unspecified)	0.0	106.0	-1.5	-1.6	4.6	-8.1	99.0	1.2	-1.4
N/C(=N\OC(=O)COc1ccc(Cl)cc1)c1ccc(Cl)cc1	0.0	88.6	-0.8	-1.8	8.2	-11.6	91.0	-1.1	6.6
CC1=C(C(=O)O)N2C(=O)C(NC(=O)c3nn(C)cc3[N+](=O)[O-])C2SC1 (stereo unspecified)	0.0	91.9	1.9	-8.1	-0.3	1.0	95.3	0.5	1.7
Cc1nnc(SCC(=O)NCC2CCCO2)n1-c1ccccc1 (stereo unspecified)	3.0	105.2	1.3	2.6	-6.3	-2.6	102.0	-0.8	0.5
O=C(CNc1ccccc1)N/N=C/c1ccc2c(c1)OCO2	2.0	94.2	1.2	-0.1	36.5	-4.9	95.2	-3.5	0.6
NNC(=O)c1cccc(S(=O)(=O)Nc2cccc(C(F)(F)F)c2)c1	0.0	107.1	-4.6	-23.1	-18.5	0.7	105.2	3.5	4.5
